High-throughput results deposited in PubChem BioAssay by several laboratories.
CF NFkB inh: blocks PAF-induced NF-kB reporter in cystic fibrosis cells. KKLEB NF-kB-GFP reporter, GFP fluorescence overnight. inhibition, % at 5 µM. 0.86% of 360,000 active;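 active means at least 50% inhibition at 5 µM, scaled per plate between neutral and stimulator controls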;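 further: PAF is a Pseudomonas aeruginosa culture filtrate used as stimulus; plate controls were PAF-stimulated DMSO wells for no effect and unstimulated DMSO wells for full effect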
KKLEB tox: CF airway cell cytotoxicity counter-screen; KKLEB CF airway cells viability, ATPlite luminescence, overnight; hits give low values; cells stimulated with P. aeruginosa culture filtrate; activity change (cytotoxicity), % at 5 µM; 0.36% of 360,000 active;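 active means corrected activity change at or below -50% at 5 µM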
TRPM1 prom inh: inhibitors of MITF-driven TRPM1 promoter in melanoma cells | SK-MEL-5 TRPM1 promoter luciferase, 24 h | inhibition, % at 12.5 µM | 0.83% of 330,000 active | AID 488899;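 active means mean inhibition across replicates of 60% or more, whatever share of single replicates reaches that level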; further: values of inactives mirror those of a sister screen read the other way
Shn3 3UTR inh: reduces Shn3 3'UTR luciferase signal in osteoblasts; Clone20 osteoblast Shn3 3'UTR firefly luciferase, 24 h; inhibition, % at 12.5 µM; 0.52% of 360,000 active;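 active means mean inhibition of at least 75% with every replicate also reaching 75%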;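 further: 0% = median of neutral control wells and 100% = pilot-screen positive control compound; some compounds past the cut are filed as inactive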
NR2E3 ag-1: human photoreceptor-specific nuclear receptor agonism. Q9Y5X4. CHO-S Gal4-NCOR/VP16-NR2E3 two-hybrid, luciferase. inhibition of corepressor binding, % at 3.98 µM. 0.35% of 360,000 active. AID 602229;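 active means inhibition above the mean of all tested compounds plus 3 SD, cut at about 70% in these data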;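 further: 0% = DMSO with NR2E3 transfected cells and 100% = cells lacking NR2E3 construct; higher means lower luciferase signal from less NR2E3 corepressor binding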
Target sequence (Q9Y5X4 whole entry, looked up, the tested form may be a part): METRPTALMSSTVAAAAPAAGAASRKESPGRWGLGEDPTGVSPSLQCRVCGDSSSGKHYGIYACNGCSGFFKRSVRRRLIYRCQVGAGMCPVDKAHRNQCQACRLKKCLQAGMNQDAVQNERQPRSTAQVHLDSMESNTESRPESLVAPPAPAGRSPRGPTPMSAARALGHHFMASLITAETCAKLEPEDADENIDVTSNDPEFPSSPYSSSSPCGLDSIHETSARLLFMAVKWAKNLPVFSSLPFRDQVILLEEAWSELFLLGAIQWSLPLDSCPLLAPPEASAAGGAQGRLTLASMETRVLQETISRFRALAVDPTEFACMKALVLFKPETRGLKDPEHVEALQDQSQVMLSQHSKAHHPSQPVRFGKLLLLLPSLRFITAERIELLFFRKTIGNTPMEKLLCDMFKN
Peg3 promoter: inhibitors of Peg3 promoter. AID 588405. inhibition, % at 20 µM. 1.7% of 360,000 active. HeLa PEG-Prom luciferase reporter, luminescence, overnight;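 active means inhibition of at least 50% at 20 µM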
HIF-2a block: blocks HIF-2a reporter activity. AID 624352. 786-0 RCC cells HIF-2a reporter, luciferase luminescence, overnight. 0.72% of 360,000 active. inhibition, % at 18.8 µM;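 active means inhibition of the luminescence signal of 40% or more relative to plate controls, in a single-dose primary screen at 18.75 µM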
C8 TRAIL sens: sensitizes caspase-8 expressing cells to TRAIL | NB7+C8 cells + TRAIL, ATPlite viability luminescence | inhibition (viability loss, TRAIL sensitization), % at 10 µM | 1% of 360,000 active;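 active means compounds causing at least 50% loss of cell viability in the single-dose screen, relative to plate controls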
LMP1 NFkB inh: reduces LMP1-driven NF-kappaB luciferase signal | LMP1-induced NF-kappaB luciferase reporter cells, luminescence | inhibition, % at 12.5 µM | 0.69% of 350,000 active | AID 504558; in the data active means inhibition above about 41%;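 further: 0% = neutral control wells and 100% = reference inhibitor control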
hiPSC survival: enhancers of human iPSC single-cell survival; survival enhancement, % at 20 µM; hiPSC single-cell survival, ATPlite luminescence; 100% = ROCK inhibitor wells, 0% = DMSO; 0.044% of 360,000 active; in the data active means survival enhancement above about 18%;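 further: cells exposed to compounds for 16 hours before the ATP read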
NR2E3 ag-2: agonists of human nuclear receptor NR2E3. AID 2300. 0.12% of 320,000 active. GST-NR2E3/biotin-RetCOR TR-FRET, 1536-well. inhibition of corepressor binding, % at 4.78 µM. Q9Y5X4;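 active means percent inhibition above the cutoff of mean plus 3 SD of all tested compounds, set per screening campaign, cut at about 20% in these data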;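 further: 0% = DMSO wells and 100% = biotin wells as full block of FRET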
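Test system: GST-NR2E3 and biotin-RetCOR proteins | Quantity: 1.35 nM GST-tagged NR2E3 final | Medium: Tris pH 7.5 | Also added: 7 nM biotin-RetCOR | Dosing: Compound at 4.8 µM, single dose | Timing: 5 h at 4 °C | Detection: Time-resolved FRET | Read-out basis: Percent inhibition | Benchmarks: Biotin wells as high control, 0.6% DMSO wells as low control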
Active calls of the source: *; . = not tested or not shown. An excerpt. The share of hits here may be higher or lower than overall.

SMILES	CF NFkB inh	KKLEB tox	TRPM1 prom inh	Shn3 3UTR inh	NR2E3 ag-1	Peg3 promoter	HIF-2a block	C8 TRAIL sens	LMP1 NFkB inh	hiPSC survival	NR2E3 ag-2
CCc1ccccc1S(=O)(=O)Cc1ccc(C(=O)N2CCN(c3ccccn3)CC2)o1	2	3	-3	12	3	16	5	0	-8	-1.7	-1
O=C(CN1C(=O)c2ccccc2S1(=O)=O)NCCC1=CCCCC1	7	-1	14	6	-19	11	-18	-2	5	3.3	3
O=C(/C=C/c1ccccc1Cl)NNC(=O)c1cccs1	2	1	-8	-22	-4	-55	-119	-4	-5	0.8	2
O=C(Nc1cccc(-n2cnnn2)c1)c1ccco1	-4	2	-1	-2	3	-3	12	-14	-1	-0.2	-2
CC1(C(=O)NS(=O)(=O)c2cccc(C#N)c2)CCN1C(=O)c1cccc2ccccc12 (centres undefined)	-7	2	.	-40	-4	7	11	0	.	1.7	.
NC(CCc1ccccc1)c1csc(NC(=O)NCCc2ccccc2)n1 (centres undefined)	-24	-5	.	10	9	93*	-18	27	.	-3.1	.
CC(=O)c1ccc(N2CCN(C(=S)NCCCN(C)C)CC2)cc1	9	-11	-1	-1	-4	10	2	-1	1	-0.6	-1
COc1ccc(-c2cc(C(=O)Nc3ccc(F)cc3F)no2)cc1	-1	-9	4	8	-1	-26	8	1	-6	0.4	0
COc1ccc(CCNc2nnc(Sc3nnnn3-c3ccccc3)s2)cc1OC	44	-32	58	12	32	18	31	-3	5	-3.3	-6
COc1cccc(NC(=O)COc2cccc3c2CCNC3=O)c1	12	0	26	-1	-17	-8	10	-12	1	-0.3	-2

2 compounds drawn at random from the list so far, as already listed:
SMILES	CF NFkB inh	KKLEB tox	TRPM1 prom inh	Shn3 3UTR inh	NR2E3 ag-1	Peg3 promoter	HIF-2a block	C8 TRAIL sens	LMP1 NFkB inh	hiPSC survival	NR2E3 ag-2
CC1(C(=O)NS(=O)(=O)c2cccc(C#N)c2)CCN1C(=O)c1cccc2ccccc12 (centres undefined)	-7	2	.	-40	-4	7	11	0	.	1.7	.
CCc1ccccc1S(=O)(=O)Cc1ccc(C(=O)N2CCN(c3ccccn3)CC2)o1	2	3	-3	12	3	16	5	0	-8	-1.7	-1

Full records from above.
Listed for O=C(Nc1cccc(-n2cnnn2)c1)c1ccco1 → CF NFkB inh = -4; KKLEB tox = 2; TRPM1 prom inh = -1; Shn3 3UTR inh = -2; NR2E3 ag-1 = 3; Peg3 promoter = -3; HIF-2a block = 12; C8 TRAIL sens = -14; LMP1 NFkB inh = -1; hiPSC survival = -0.2; NR2E3 ag-2 = -2
Listed for O=C(CN1C(=O)c2ccccc2S1(=O)=O)NCCC1=CCCCC1 → CF NFkB inh = 7; KKLEB tox = -1; TRPM1 prom inh = 14; Shn3 3UTR inh = 6; NR2E3 ag-1 = -19; Peg3 promoter = 11; HIF-2a block = -18; C8 TRAIL sens = -2; LMP1 NFkB inh = 5; hiPSC survival = 3.3; NR2E3 ag-2 = 3

More structures follow.
SMILES	CF NFkB inh	KKLEB tox	TRPM1 prom inh	Shn3 3UTR inh	NR2E3 ag-1	Peg3 promoter	HIF-2a block	C8 TRAIL sens	LMP1 NFkB inh	hiPSC survival	NR2E3 ag-2
O=C(N/N=C\c1ccc([N+](=O)[O-])o1)C1COc2ccccc2O1 (centres undefined)	-4	7	75*	1	11	-18	-1	24	2	-1.9	-1
Cc1ccc(CS(=O)(=O)Cc2ccc(C(=O)NCc3cccnc3)o2)cc1	7	1	7	26	9	0	-8	-17	-1	6.2	4
CCc1nc2c(OCCc3cccc(OC)c3)cccn2c1N(C=O)Cc1ccccc1	0	-2	.	5	14	7	3	-3	.	-0.8	.
O=C(/C=C/[C@H]1O[C@@H](n2ccc(=O)[nH]c2=O)[C@H](O)[C@@H]1O)NCCN1CCOCC1	22	-20	.	-23	-2	0	7	-2	.	-0.6	.
CC[N+]1=C(C)C(C)(C)c2cc(C)ccc21	-6	2	15	89*	26	7	-3	19	5	-0.6	-1
O=C(Nc1ccccc1)N1CCOCC1	-18	2	0	1	-15	8	19	-12	-17	4.7	4
Cc1cc(O)ccc1-c1cnc2ccccc2n1	-11	-14	-21	-12	10	-85	-128	-2	1	-0.6	1
OC[C@@H]1CN(Cc2cccnc2)C[C@H](n2cnc3c(N4CCN(c5ccccc5)CC4)ncnc32)O1	-3	7	.	-10	12	7	3	-20	.	3.0	.
CC(=O)N/N=C/c1cc2c(cc1[N+](=O)[O-])OCO2	-3	-3	-5	13	-12	-5	2	-9	-3	0.8	12
CSc1ncc(Cl)c(C(=O)Nc2nnc(SC/C=C/c3ccccc3)s2)n1	-8	11	10	-37	-16	13	7	-11	0	-2.4	3
Cc1ccc(NC2CC(=O)N(c3ccc(N4CCCCC4)cc3)C2=O)cc1 (centres undefined)	16	-16	-3	13	-7	4	6	-7	6	1.8	3
CC1=NNC(=O)C1Cc1ccc(F)cc1 (centres undefined)	3	-3	-4	7	-36	5	15	-8	5	-0.2	-1
C#CCOCCOCCOCCNc1nc(N2CCN(C(=O)[C@H](CCCCN)n3cc(CC(C)O)nn3)CC2)nc(N2CCN(C(=O)[C@H](CCCCN)n3cc(CC(C)O)nn3)CC2)n1 (some centres undefined)	-10	9	-6	-1	-2	-8	1	-28	1	0.3	2
O=c1cnc2cc([N+](=O)[O-])ccc2[nH]1	-10	0	-2	15	-13	1	9	-6	1	-0.8	6
CCc1ccc2c(CN3CCN(S(=O)(=O)c4ccc5c(c4)OCCO5)CC3)cc(=O)oc2c1	8	-5	9	22	-14	3	15	5	8	0.7	4
CCOc1ccc(C2C(C#N)=C(N)N(N(C)C)C3=C2C(=O)CCC3)cc1 (centres undefined)	1	7	12	0	-22	-19	11	-17	3	-0.6	1
COC(=O)NNC(=O)COc1ccc(Cl)cc1	15	-2	-7	-13	7	1	22	-11	2	-0.8	2
CCOC(=O)CN(C)S(=O)(=O)c1ccc(-c2cc(C(=O)OC)sc2C(F)(F)F)cc1	-10	-5	.	7	-4	2	7	-8	.	0.6	0
Cc1ccc(N2CCN(C(=O)c3cccc([N+](=O)[O-])c3)CC2)cc1Cl	-5	-4	4	32	-2	-1	3	-23	2	0.5	3
COc1ccc(Cl)cc1N(CC(=O)N1CCCC1)S(C)(=O)=O	-6	-9	-5	-17	20	13	24	0	5	-0.7	2

Next part (7 carried over from the part before).
SMILES	CF NFkB inh	KKLEB tox	TRPM1 prom inh	Shn3 3UTR inh	NR2E3 ag-1	Peg3 promoter	HIF-2a block	C8 TRAIL sens	LMP1 NFkB inh	hiPSC survival	NR2E3 ag-2
O=c1cnc2cc([N+](=O)[O-])ccc2[nH]1	-10	0	-2	15	-13	1	9	-6	1	-0.8	6
CCc1ccc2c(CN3CCN(S(=O)(=O)c4ccc5c(c4)OCCO5)CC3)cc(=O)oc2c1	8	-5	9	22	-14	3	15	5	8	0.7	4
CCOc1ccc(C2C(C#N)=C(N)N(N(C)C)C3=C2C(=O)CCC3)cc1 (centres undefined)	1	7	12	0	-22	-19	11	-17	3	-0.6	1
COC(=O)NNC(=O)COc1ccc(Cl)cc1	15	-2	-7	-13	7	1	22	-11	2	-0.8	2
CCOC(=O)CN(C)S(=O)(=O)c1ccc(-c2cc(C(=O)OC)sc2C(F)(F)F)cc1	-10	-5	.	7	-4	2	7	-8	.	0.6	0
Cc1ccc(N2CCN(C(=O)c3cccc([N+](=O)[O-])c3)CC2)cc1Cl	-5	-4	4	32	-2	-1	3	-23	2	0.5	3
COc1ccc(Cl)cc1N(CC(=O)N1CCCC1)S(C)(=O)=O	-6	-9	-5	-17	20	13	24	0	5	-0.7	2
CC1CCCN(S(=O)(=O)c2ccc(C(=O)Nc3nnc(C4=COCCO4)o3)cc2)C1 (centres undefined)	-9	6	-1	-6	-17	3	12	7	-5	0.8	1
CCn1c(C)cc(C(=O)CN2C(=O)c3ccccc3S2(=O)=O)c1C	18	12	68*	67	36	80*	73*	34	73*	-2.2	1
Cc1ccc(C)c(NC(=O)CN(C)C(=O)c2cc([N+](=O)[O-])ccc2N2CCOCC2)c1	-26	17	1	-12	-8	13	3	15	5	-0.3	1
CC12C=CC(=O)C=C1CCC1C3CCC(O)(C(=O)CO)C3(C)CC(O)C12F (centres undefined)	70*	36	-13	3	10	-7	12	-5	5	1.3	.
CC(=O)Nc1ccc(NC(=O)C2CCN(c3c(Cc4ccccc4)c(C)nc4ncnn34)CC2)cc1	-2	-2	4	4	0	12	9	-7	8	0.0	3
N#C/C(=C\c1ccc(Cl)cc1)C(=O)Nc1cccnc1	-5	7	-6	11	-18	11	22	7	0	1.0	-4
CC(C)CN1CCN=C1Nc1ccccc1	5	8	2	-1	-12	-14	8	5	18	-1.4	-3
O=C(NC1C2CC3CC(C2)CC1C3)C1CCCCC1 (centres undefined)	-10	3	1	12	-20	12	27	-1	-7	1.5	1
CCOc1ccc2nc(SCC(=O)N3CCCCCC3)c(C#N)cc2c1	12	-12	3	6	-2	-31	-42	-17	0	4.6	-1
CCc1nc2ccc(C(=O)N3CCN(C(=O)c4ccco4)CC3)cn2c1N(C)Cc1nccs1	16	-9	.	-18	7	17	3	-18	.	-1.4	.
Nc1nc(-c2ccc(Cl)cc2)nnc1-c1ccc(Br)cc1	7	14	-76	-74	-52	-248	-272	34	-44	-2.9	0
Cc1c(/C=C(\CC(=O)O)c2nc3ccccc3s2)cc(C#N)n1C	-15	8	11	-11	-25	-17	-65	-6	-9	1.0	2
CC(NS(=O)(=O)OCC(Cl)(Cl)Cl)c1ccc(C(C)(C)C)cc1 (centres undefined)	28	0	-1	10	59	56*	25	-8	9	-2.4	1
CC=Cc1cc(OC)c2c(c1)C(C)C(c1ccc(O)c(OC)c1)O2 (centres undefined)	9	-7	15	3	-2	13	-14	-1	2	-1.5	.
COc1ccc(NC(=O)Nc2cc(C)ccc2OC(F)F)c(OC)c1	1	-16	14	-9	15	-4	-2	-5	0	1.0	-4
CCOC(=O)N1CCN(C(=O)c2cccc(-n3c(=S)[nH]c4cc(Cl)ccc4c3=O)c2)CC1	-12	-3	2	6	-8	14	7	-17	-5	-0.9	-3
COc1ccc(-c2nc(SCc3ccc(C#N)cc3)[nH]c(=O)c2C#N)cc1	14	16	-12	-1	-19	-4	16	-7	2	0.3	-3
O=C(COc1cccc2cccnc12)Nc1cccc(S(=O)(=O)N2CCCC2)c1	-3	-10	-4	15	-37	24	-7	0	1	0.2	4
Cc1cccc(C(=O)c2c(N)sc3c2CCC(C)C3)c1 (centres undefined)	-7	2	0	-43	-23	-38	-91	0	-15	1.0	0
O=C(N/N=C\c1cc(Cl)ccc1O)c1ccc(S(=O)(=O)N2CCCCC2)cc1	14	-18	66*	91*	-15	44	7	20	23	-2.0	-3
COc1ccccc1C(=O)n1nc(-c2ccccc2)nc1NCc1ccco1	11	-23	-7	2	-40	-48	-81	16	4	1.2	-3
COc1ccc(-c2cc(C)no2)cc1S(=O)(=O)N1CCN(C(=O)c2ccco2)CC1	8	0	7	-10	-9	-9	2	-3	-6	-0.1	2
